# Growth percent in the NCI-60 one-dose screen (48 h, 10 µM unless noted): 100 = growth as untreated, 0 = no growth, -100 = all killed.
# NCI-H23 = NCI-H23 lung cancer; 80,000 compounds, 4% hits
# NCI-H460 = NCI-H460 lung cancer. 82,000 compounds, 6.8% hits. AID 1794736
# NCI-H226 = NCI-H226 lung cancer; 79,000 compounds, 3.5% hits
# NCI-H322M = NCI-H322M lung cancer. 80,000 compounds, 2.7% hits
# HCT-15 = HCT-15 colon cancer; 82,000 compounds, 5.2% hits
# NCI-H522 = NCI-H522 lung cancer. 78,000 compounds, 8% hits. AID 1794739
# SW-620 = SW-620 colon cancer. 82,000 compounds, 5.2% hits. AID 1794795
# COLO 205 = COLO 205 colon cancer. 79,000 compounds, 7.3% hits. AID 1794742
# HT29 = HT29 colon cancer; 81,000 compounds, 7.4% hits; AID 1794748
# Starred values were filed as active, the others as inactive; x = not tested or not shown; & = joins results of further samples; ! = not confirmed by another sample. Rule for the calls: active = growth percent below 10; inactive = the rest.
[1] CCCCCCN1CCN(Cc2ccc(N(CC)CC)cc2)C(=O)C1=O
[2] NC(N)=N/N=C/C(=N/N=C(N)N)c1ccccc1
[3] OC1CCC(Cn2c(C(F)(F)F)cc3c(Cl)ncnc32)CC1 (stereo unspecified)
[4] COc1cc(-c2nn(-c3cccc(NC(=O)CCN4CCN(C)CC4)c3)cc2-c2ccncc2)ccc1Cl
[5] CCOc1ccc(Nc2cccc3ccccc23)cc1
[6] O=C(O)c1ccc(-n2cc(CNc3cc(F)cc(C(F)(F)F)c3)c(-c3ccc(F)cc3)n2)cc1
[7] CC(C)Cc1cccc2c1CCCC2
[8] O=S(=O)(NC1c2ccccc2Oc2ccccc21)c1ccc(Br)cc1

assay / entry	1	2	3	4	5	6	7	8
NCI-H23	40	x	-26*	43	85	100	111	95
NCI-H460	11	119	-44*	15	102	92	103	102
NCI-H226	64	100	64	68	91	103	96	84
NCI-H322M	32	103	-14*	38	100	97	116	x
HCT-15	41	110	-14*	21	87	77	108	85
NCI-H522	-7.6*	99	-81*	-6.1*	91	78	x	50
SW-620	24	104	39	27	101	101	104	90
COLO 205	6.8*	124	60	-32*	128	119	103	93
HT29	2.2*	104	50	-17*	98	106	101	99

[9] COc1ccc(-c2cc(-c3cc(OC)c(OC)c(OC)c3)c(C#N)c(=O)n2Cc2ccc(C(=O)O)cc2)cc1
[10] CC(=O)N1N=C(c2cc3ccccc3oc2=O)CC1c1cn(-c2ccccc2)nc1-c1ccccc1 (stereo unspecified)
[11] C=Cc1ccc(OCC)cc1
[12] Cc1ncc(C(=O)O)c(C(=O)O)c1N
[13] Fc1cc(-c2nnc(Nc3ccc(Br)cc3)o2)cc(F)c1F
[14] CCCCCC(=O)OC1CC(C)=C2C(=O)C=C(C)[C@@H]2[C@H]2OC(=O)[C@H](C)[C@H]12 (stereo partly specified)
[15] COC(=O)N1CCc2cc(OC)c(O)cc2C1Cc1c(Br)cccc1Oc1ccccc1 (stereo unspecified)
[16] O=C(/C(=C/c1cccs1)Cc1nc2ccccc2[nH]1)c1nc2ccccc2[nH]1

assay / entry	9	10	11	12	13	14	15	16
NCI-H23	101	108	94	107&102	95	102	80	95
NCI-H460	98	110	98	103&106	108	104	91	103
NCI-H226	97	98	93	102&97	88	104	97	89
NCI-H322M	110	102	97	104&97	98	105	78	118
HCT-15	85	102	101	99&99	98	91	79	97
NCI-H522	88	98	97	93&98	105	84	62	64
SW-620	98	109	94	99&99	103	105	97	87
COLO 205	118	116	103	117&114	115	99	120	84
HT29	111	117	105	102&107	110	92	104	x

[17] COc1ccc2c(c1)sc1nc(-c3ccccc3)c(-c3cccc4ccccc34)n12
[18] COc1cccc(C(=O)NCCNc2cc(-c3cn(-c4ccccc4)nc3-c3cccc(OC)c3)ccn2)c1
[19] Fc1ccc(-c2nnc(N3CCOCC3)c3ccccc23)cc1F
[20] O=C(Nc1ccc(Cl)c(Cl)c1)Oc1ccccc1Cl
[21] O=[N+]([O-])c1ccccc1NCNc1ccccc1[N+](=O)[O-]
[22] O=c1c2cc(F)ccc2sc2c(NCCN3CCOCC3)nc3ccccc3c12
[23] C/C(=N/O)c1ccc(N2C(=O)c3ccc(C(=O)O)cc3C2=O)cc1
[24] COc1cc(Nc2ccnc(NCCCNc3ccnc4cc(Cl)ccc34)n2)cc(OC)c1

assay / entry	17	18	19	20	21	22	23	24
NCI-H23	39	60	100	113	104	85	97	56
NCI-H460	8.8*	57	102	101	108	32	108	-4.2*
NCI-H226	68	77	94	95	97	91	103	88
NCI-H322M	58	93	92	98	95	78	100	15
HCT-15	23	42	91	83	102	21	105	0.0*
NCI-H522	-11*	36	99	92	90	66	100	-45*
SW-620	28	71	98	89	99	42	104	-43*
COLO 205	6.3*	59	116	x	105	53	108	-92*
HT29	1.3*	23	107	103	97	22	103	-32*

[25] CCCCC(CC)CCC(C)OC(=O)CCl (stereo unspecified)
[26] NC(N)=NCCCC(=O)O
[27] O=C1C(=O)N(c2ccccc2)C(c2ccccc2)C1c1ccccc1 (stereo unspecified)
[28] COc1ccc(-c2cc(-c3nnc(SCC(=O)c4ccccc4)o3)c3ccccc3n2)cc1OC
[29] O=c1[nH]c(NCCO)nc2[nH]ncc12
[30] c1ccc2c(C3OCC4(CCCC4)CO3)cccc2c1
[31] C/C=C/C=C1\C[C@H]2CO[C@H](O2)C1=O
[32] CCCCC(/C=C/c1ccc2ccccc2n1)CC (stereo unspecified)

assay / entry	25	26	27	28	29	30	31	32
NCI-H23	103	98	100	94	96	107&101	94	103
NCI-H460	106	104	109	99	112	104&108	104	105
NCI-H226	96	100	110	97	95	92	95	99
NCI-H322M	114	90	112	x	97	105&97	94	133
HCT-15	106	107	93	104	102	94&99	81	114
NCI-H522	99	x	86	81	105	86&91	96	x
SW-620	112	118	110	92	98	98&111	69	106
COLO 205	111	116	124	119	113	113&112	117	114
HT29	110	113	91	89	106	101&92	108	110

# Four of the compounds above, with each value named.
20. O=C(Nc1ccc(Cl)c(Cl)c1)Oc1ccccc1Cl
- NCI-H23: 113
- NCI-H460: 101
- NCI-H226: 95
- NCI-H322M: 98
- HCT-15: 83
- NCI-H522: 92
- SW-620: 89
- COLO 205: x
- HT29: 103

21. O=[N+]([O-])c1ccccc1NCNc1ccccc1[N+](=O)[O-]
- NCI-H23: 104
- NCI-H460: 108
- NCI-H226: 97
- NCI-H322M: 95
- HCT-15: 102
- NCI-H522: 90
- SW-620: 99
- COLO 205: 105
- HT29: 97

22. O=c1c2cc(F)ccc2sc2c(NCCN3CCOCC3)nc3ccccc3c12
- NCI-H23: 85
- NCI-H460: 32
- NCI-H226: 91
- NCI-H322M: 78
- HCT-15: 21
- NCI-H522: 66
- SW-620: 42
- COLO 205: 53
- HT29: 22

23. C/C(=N/O)c1ccc(N2C(=O)c3ccc(C(=O)O)cc3C2=O)cc1
- NCI-H23: 97
- NCI-H460: 108
- NCI-H226: 103
- NCI-H322M: 100
- HCT-15: 105
- NCI-H522: 100
- SW-620: 104
- COLO 205: 108
- HT29: 103

# Additional results.
[33] C#CCOc1ccc2ncnc(Nc3cccc(NC(=O)CCl)c3)c2c1
[34] O=[N+]([O-])c1cc([N+](=O)[O-])c2cccnc2c1O
[35] CNc1cc(-c2cccc(OC(F)(F)F)c2)nc2ccc(N3CCCC3)cc12
[36] CN(C)CC(Oc1ccccc1)c1ccccc1 (stereo unspecified)
[37] Cc1cccc(Oc2cc(Oc3cccc(C)c3)c3c(c2)Oc2ccccc2NC3=O)c1
[38] O=CNc1ccc2c(c1)Cc1cc([N+](=O)[O-])ccc1-2
[39] CCC(C)[C@@H]1N[C@@]2(C(=O)Nc3ccccc32)[C@@H](c2ccc(F)cc2)[C@@H]1C(=O)c1ccc(O)cc1 (stereo partly specified)
[40] CCCCCCC(CCCCCCCCCCC(=O)OCC(CC)CCCC)OC(=O)CC (stereo unspecified)

assay / entry	33	34	35	36	37	38	39	40
NCI-H23	73	95	8.6*!	101	76	38	75	98
NCI-H460	49	103	-65*	102	86	16	91	105
NCI-H226	88	96	-35*!	93	79	67	90	110
NCI-H322M	92	120	-4.7*!	106	x	9.9*	91	85
HCT-15	51	100	3.0*!	107	77	27	73	98
NCI-H522	39	82	-36*!	93	74	x	76	90
SW-620	34	107	0.4*	103	82	32	96	105
COLO 205	97	112	-76*	108	107	1.1*	111	101
HT29	33	104	1.1*	111	97	37	96	97

[41] O=C(CNC(=O)Nc1ccc(C2=NCCN2)cc1)Nc1ccc(C2=NCCN2)cc1
[42] CC(=O)N1c2ccc(S(=O)(=O)NCc3ccc4c(c3)N(C(=O)c3ccccc3)CC4)cc2CC1C (stereo unspecified)
[43] N#C/C(=N\Nc1ccc(F)cc1)C(=O)C1CC1
[44] COc1ccc(N2C(=O)/C(=C/C3=Cc4ccccc4OC3)SC2=S)c(OC)c1
[45] CC(=O)Nc1cc2c3c(cccc3c1)-c1ccccc1-2
[46] NC(N)=NC=O
[47] CC(=O)Oc1c(C2=NN(C(C)=O)C(c3ccc(Cl)cc3)O2)sc2nnc(-c3ccccc3)c(-c3ccccc3)c12 (stereo unspecified)
[48] CCN(CC)CCNC(=O)C(Cl)=C1C(Cl)=C(Cl)C(Cl)=C1Cl

assay / entry	41	42	43	44	45	46	47	48
NCI-H23	106	85	81	100	89	102	103	56
NCI-H460	106	102	88	102	64	105	101	19
NCI-H226	105	91	87	107	37	97	92	x
NCI-H322M	113	95	99	95	80	96	86	82
HCT-15	104	96	93	94	79	95	61	51
NCI-H522	110	79	68	88	x	102	80	-15*
SW-620	101	107	89	103	100	101	97	35
COLO 205	112	101	101	114	107	114	117	54
HT29	103	93	97	102	108	101	102	41

[49] N#Cc1nnn(-c2ccc(S(N)(=O)=O)cc2)c1NC(=O)CCl
[50] O=C1NC(=O)C2(CCCC2C(=O)O)N1 (stereo unspecified)
[51] Cc1cc2nc(CC(=O)c3ccc4ccccc4c3)c(=O)[nH]c2cc1C
[52] CC([C@H]1CCC2C3CCC4C(=O)C(NC=O)=CC[C@]4(C)C3CC[C@@]21C)N(C)C (stereo partly specified)
[53] Nc1nc2nc(/N=N/SCCC(=O)O)[nH]c2c(=O)[nH]1
[54] O=C1NC(=S)S/C1=C/c1cc(Cl)cc(Cl)c1O
[55] Cc1cc(Nc2ncnc3ccccc23)n[nH]1
[56] Cc1ccc(-n2c3c(c(-c4ccccc4)c2-c2ccccc2)C2=NCCN2C(SCC(=O)c2ccccc2)=N3)cc1

assay / entry	49	50	51	52	53	54	55	56
NCI-H23	100	98	82	44	100	102	116	87
NCI-H460	104	106	96	-4.8*	105	111	106	86
NCI-H226	95	x	84	89	98	x	108	76
NCI-H322M	93	117	110	30	104	110	98	98
HCT-15	96	99	86	-37*	102	102	105	96
NCI-H522	95	x	86	96	99	117	93	75
SW-620	102	108	93	-49*	98	110	111	94
COLO 205	110	109	107	-80*	106	113	122	93
HT29	102	108	93	-20*	108	104	100	82

[57] Nc1c(N=Nc2ccc([N+](=O)[O-])cc2)c(S(=O)(=O)O)cc2cc(S(=O)(=O)O)c(N=Nc3ccccc3)c(O)c12
[58] CS(=O)(=O)OCCCS(=O)(=O)O
[59] CC(CCc1cccc2ccccc12)(C(=O)O)C(=O)O
[60] COc1cccc(/C=C2/Sc3scc(-c4ccccc4)[n+]3C2=O)c1O
[61] Cc1ccc(-c2cc(Cc3cccs3)c(=O)n(Cn3cncn3)n2)cc1
[62] CC(OC(=O)Nc1ccccc1)C(=O)OCCCl (stereo unspecified)
[63] Clc1ccc(-c2noc(Cn3cc(-c4ccccc4)nn3)n2)cc1
[64] O=C(CNc1ccccc1S)Nc1ccccc1C(=O)O

assay / entry	57	58	59	60	61	62	63	64
NCI-H23	97	102	113	93	103	115	102	98
NCI-H460	116	116	107	100	108	104	104	102
NCI-H226	108	104	102	86	103	95	107	88
NCI-H322M	113	99	95	107	111	100	100	98
HCT-15	109	117	101	86	101	101	101	107
NCI-H522	84	105	90	81	89	85	92	105
SW-620	100	110	121	95	113	99	96	103
COLO 205	x	107	108	109	113	116	115	101
HT29	104	116	102	104	x	102	102	115

[65] CCN1C(=O)N(CC)C2Nn3c(s/c(=C4\C(=O)N(CCc5ccccc5)c5ccccc54)c3=O)=NC21 (stereo unspecified)
[66] CCOC(=O)COc1ccc(Cl)cc1
[67] COc1cc(-c2nn(-c3ccc(NC(=O)Nc4ccc(Cl)c(C(F)(F)F)c4)cc3)cc2-c2ccncc2)ccc1Cl
[68] C=C(C)[C@@H]1CC[C@]2(C(=O)N3CCNCC3)CC[C@]3(C)[C@H](CC[C@@H]4[C@@]5(C)CCC(=O)C(C)(C)[C@@H]5CC[C@]43C)[C@@H]12
[69] CC(=O)c1nnc(CCC(=O)c2nc3ncccc3[nH]2)o1

assay / entry	65	66	67	68	69
NCI-H23	99	x	3.0*	104	98
NCI-H460	107	112	-52*	104	105
NCI-H226	85	105	18	102	101
NCI-H322M	85	89	39	101	95
HCT-15	88	98	9.8*	107	113
NCI-H522	73	104	x	94	86
SW-620	101	108	13	102	98
COLO 205	126	114	-94*	110	119
HT29	88	104	-24*	105	98

# Part of the list above in a different format:
# The line under a structure holds: NCI-H23, NCI-H460, NCI-H226, NCI-H322M, HCT-15, NCI-H522, SW-620, COLO 205, HT29
65	CCN1C(=O)N(CC)C2Nn3c(s/c(=C4\C(=O)N(CCc5ccccc5)c5ccccc54)c3=O)=NC21 (stereo unspecified)
    99, 107, 85, 85, 88, 73, 101, 126, 88
66	CCOC(=O)COc1ccc(Cl)cc1
    x, 112, 105, 89, 98, 104, 108, 114, 104
67	COc1cc(-c2nn(-c3ccc(NC(=O)Nc4ccc(Cl)c(C(F)(F)F)c4)cc3)cc2-c2ccncc2)ccc1Cl
    3.0*, -52*, 18, 39, 9.8*, x, 13, -94*, -24*

# Screening results deposited in PubChem BioAssay by NCI.

# Not a hit list. Share with any hit: about 12%.
